# Screens deposited in PubChem BioAssay by The Scripps Research Institute Molecular Screening Center.
# FBW7 activator – activators of human E3 ligase FBW7; Q969H0; AlphaScreen FBW7–phospho-cyclin E peptide binding, activator screen; normalized activity (activation), % at 26.1 µM; actives 0.13% (n = 650,000); AID 1259310; in the data active = normalized activity above about 1.9%;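 note: purified mutant Fbw7 with reduced substrate affinity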
# Target sequence (Q969H0 whole entry, looked up): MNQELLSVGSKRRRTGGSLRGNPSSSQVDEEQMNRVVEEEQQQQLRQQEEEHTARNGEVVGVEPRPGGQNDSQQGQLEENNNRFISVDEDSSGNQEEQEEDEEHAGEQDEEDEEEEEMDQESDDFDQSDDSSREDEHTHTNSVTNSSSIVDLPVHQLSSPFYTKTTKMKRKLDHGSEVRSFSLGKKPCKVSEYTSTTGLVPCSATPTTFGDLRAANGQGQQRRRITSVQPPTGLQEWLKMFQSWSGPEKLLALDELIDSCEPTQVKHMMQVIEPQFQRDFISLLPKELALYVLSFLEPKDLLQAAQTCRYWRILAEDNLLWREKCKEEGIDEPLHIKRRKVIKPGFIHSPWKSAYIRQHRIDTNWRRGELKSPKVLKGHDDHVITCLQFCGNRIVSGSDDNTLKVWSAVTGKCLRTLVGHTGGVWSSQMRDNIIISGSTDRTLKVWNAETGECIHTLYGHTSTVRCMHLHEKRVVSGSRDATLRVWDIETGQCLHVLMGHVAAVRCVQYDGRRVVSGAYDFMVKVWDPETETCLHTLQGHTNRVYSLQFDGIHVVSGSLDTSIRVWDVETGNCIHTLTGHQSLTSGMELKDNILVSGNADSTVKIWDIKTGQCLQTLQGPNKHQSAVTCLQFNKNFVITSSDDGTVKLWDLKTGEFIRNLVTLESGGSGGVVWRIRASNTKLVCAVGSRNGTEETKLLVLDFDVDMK
# TEAD-YAP inh – TEAD-YAP interaction inhibition | HEK-TIYL cells, TEAD-Gal4/YAP UAS-luciferase luminescence | inhibition, % at 9.12 µM | actives 1.4% (n = 640,000); in the data active = inhibition above about 32%;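 note: 0% = median of test compound wells and 100% = reference inhibitor wells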
# MITF inh – inhibitors of human MITF. inhibition, % at 2.6 µM. AlphaScreen MITF homodimerization, bead proximity signal. O75030. actives 0.91% (n = 650,000). AID 1259374; in the data active = inhibition above about 50%;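 note: 0% = vehicle wells with protein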
# GPR151 activ – activates the human receptor GPR151; actives 1% (n = 650,000); activation, % at 11.2 µM; AID 1508602; PathHunter beta-arrestin GPR151 cells, luminescence; in the data active = activation above about 4.9%;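 note: 0% = median of compound wells and 100% = cells with positive control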
# Target sequence (Q8TDV0 whole entry, looked up): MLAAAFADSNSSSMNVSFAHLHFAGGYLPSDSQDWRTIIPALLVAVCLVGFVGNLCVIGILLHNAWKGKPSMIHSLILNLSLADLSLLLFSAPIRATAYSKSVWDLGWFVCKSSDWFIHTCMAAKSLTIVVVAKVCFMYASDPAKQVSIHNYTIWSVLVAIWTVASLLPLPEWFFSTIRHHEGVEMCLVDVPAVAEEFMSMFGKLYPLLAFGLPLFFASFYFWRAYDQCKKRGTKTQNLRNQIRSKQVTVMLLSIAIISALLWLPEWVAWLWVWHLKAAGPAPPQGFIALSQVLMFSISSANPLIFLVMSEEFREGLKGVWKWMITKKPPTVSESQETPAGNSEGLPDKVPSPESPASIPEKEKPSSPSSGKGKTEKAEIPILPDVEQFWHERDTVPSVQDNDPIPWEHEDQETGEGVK
# * hit, by the source's call; & = joins results of further samples. Not a hit list (roughly 3.4% active in at least one column).
SMILES,FBW7 activator,TEAD-YAP inh,MITF inh,GPR151 activ
CCOc1cc(/C=N/n2cnnc2)ccc1OCCOc1ccccc1C,-0.1,7,-3,0.9
Cc1cc(Cl)ccc1NC(=O)N[C@H]1C[C@H]2C(=O)N[C@@H](C)C(=O)N2C1,-0.1,-6,11,-0.5
O=C(Cn1cnc2c(nnn2-c2ccc(F)cc2)c1=O)NC1CCCCC1,-0.1,0,21,0.7
COc1ccccc1C(CCN(Cc1ccc(OC(C)C)cc1)C(C)=O)c1ccc2c(c1)OCO2 (centres undefined),-0.2,-14,1,-1.4
CCCCOC(=O)COc1ccc2nsnc2c1Cl,0.0,2,4,-0.2
CCOc1cc(-c2noc(-c3cccc(C)c3)n2)ccc1OC,0.2,-18,-2,0.0
O=C1CCC(CCC(=O)N2CCC(OCc3ccccc3)CC2)(Cc2ccco2)N1 (centres undefined),0.0,-5,-15,0.5
CCC(=O)N(CCCO)Cc1cc2ccc(C)cc2[nH]c1=O,1.1,36*,1,-0.7
COc1cc(Nc2ncc(C)c(NCCN(C(C)C)C(C)C)n2)cc(OC)c1OC,0.1,-4,1,0.9
CCOC(=O)c1ccc(S(=O)(=O)Nn2c(SCc3cc(=O)n4ccccc4n3)nc3ccccc3c2=O)cc1,0.0,-7,-43,-0.5
O=C(CSc1nc2ccsc2c(=O)n1Cc1ccccc1Cl)Nc1nccs1,-0.1,1,3,-0.5
Cc1ccsc1C(=O)OCC(=O)NC(C)(C)C,0.1,-39,-1,-1.4
CC1CN(c2ncnc(N)c2[N+](=O)[O-])CC(C)O1 (centres undefined),0.0,28,9,-0.2
O=C(O)CC1(CC(=O)N2CCc3ccccc32)CCCC1,0.5,0,-1,-1.8
CCOc1ccc(S(=O)(=O)NCCC(C)C)c2cccnc12,-0.1,-4,1,2.3
CSCCC(=O)NCC1Cc2cc(-c3cccnc3)ccc2O1 (centres undefined),-0.2,0,-15,2.4
CN1C2=C(C(=O)CCC2)C(c2ccc(O)c(Cl)c2)C2=C1CCCC2=O,0.0,12,1,-0.4
O=C(CSc1ccc2nnc(-c3ccc(Cl)cc3)n2n1)N1CCOCC1,-0.3,-4,-4,2.0
CCCCOc1ccc(C(=O)NCc2ccccc2F)cc1,-0.2,-8,1,0.8
O=C(Cn1nnc(-c2ccc([N+](=O)[O-])cc2)n1)NCC1COCCO1 (centres undefined),0.0,4,19,0.4

# Complete entries as entered above:
# Record of O=C(CSc1nc2ccsc2c(=O)n1Cc1ccccc1Cl)Nc1nccs1 = FBW7 activator: -0.1; TEAD-YAP inh: 1; MITF inh: 3; GPR151 activ: -0.5
# Record of O=C(Cn1cnc2c(nnn2-c2ccc(F)cc2)c1=O)NC1CCCCC1 = FBW7 activator: -0.1; TEAD-YAP inh: 0; MITF inh: 21; GPR151 activ: 0.7
# Record of COc1cc(Nc2ncc(C)c(NCCN(C(C)C)C(C)C)n2)cc(OC)c1OC = FBW7 activator: 0.1; TEAD-YAP inh: -4; MITF inh: 1; GPR151 activ: 0.9

# Looked up above:
# MITF inh, CCC(=O)N(CCCO)Cc1cc2ccc(C)cc2[nH]c1=O reads 1
# MITF inh, CCOc1cc(/C=N/n2cnnc2)ccc1OCCOc1ccccc1C reads -3
# FBW7 activator, O=C(CSc1ccc2nnc(-c3ccc(Cl)cc3)n2n1)N1CCOCC1 reads -0.3
# TEAD-YAP inh, O=C(Cn1cnc2c(nnn2-c2ccc(F)cc2)c1=O)NC1CCCCC1 reads 0
# GPR151 activ, Cc1ccsc1C(=O)OCC(=O)NC(C)(C)C reads -1.4
# FBW7 activator, COc1ccccc1C(CCN(Cc1ccc(OC(C)C)cc1)C(C)=O)c1ccc2c(c1)OCO2 (centres undefined) reads -0.2

# Additional entries follow:
SMILES,FBW7 activator,TEAD-YAP inh,MITF inh,GPR151 activ
CC1=C(C(=O)OCCOC(C)C)C(c2cccs2)C2=C(CC(C)(C)CC2=O)N1 (centres undefined),0.1,-4,15,-0.8
COc1cc(C(=O)Nc2ccc(NC(=O)c3cccc(Cl)c3)cc2)cc(OC)c1OC,-0.3,5,4,-1.9
Cc1cc(C)nc(SCC(=O)N/N=C\c2ccc(O)cc2)n1,0.1,4,4,0.8
COC(c1ccccc1)c1nnc(CCC(=O)NCc2ccc3ncccc3c2)o1 (centres undefined),0.0,-6,-3,-0.8
CCc1ccccc1-n1c(SCC(=O)Nc2ccccc2C(F)(F)F)nc2[nH]ncc2c1=O,-0.1,-3,10,-0.3
COc1cc(NC(=O)c2ccc(-c3ccc([N+](=O)[O-])cc3)o2)ccc1NC(=O)c1cc2ccccc2o1,0.1,-4,12,-1.6
Cc1cc(C2C(C#N)=C(N)N(c3cc([N+](=O)[O-])ccc3C)C3=C2C(=O)CC(C)(C)C3)c(C)s1 (centres undefined),0.0,-1,-6,0.6
Cc1ccc2onc(CNC(=O)N3CCN(c4ccccc4F)CC3)c2c1,0.1,8,-10,-0.5
CC(=O)c1ccc(N2N=C(C)/C(=C/c3ccc(-c4cccc([N+](=O)[O-])c4)o3)C2=O)cc1,0.1,-6,-7,1.1
C/C(CC(=O)Nc1cccc2c1CCCC2)=N\NC(=O)Cc1ccccc1,0.0,2,0,-0.7
CC(=O)Nc1ccc(NC(=O)COC(=O)[C@@H](NC(=O)c2ccc(F)cc2)C(C)C)cc1,0.7,4,16,-1.0
Cn1c(=O)c(Cc2ccccc2Cl)nc2cc(C(=O)c3ccccc3)ccc21,-0.2,-4,-4,1.2
CCOC(=O)C(C)Sc1nc2c(c(-c3cccs3)c1C#N)CN(C)CC2 (centres undefined),-0.2,-5,8,-0.4
CCOC(=O)N1CCc2c(sc(NC(=O)CN3C(=O)CCC3=O)c2C(N)=O)C1,-0.1,-4,-5,-1.3
CCN(C(=O)c1ccccc1Br)c1ccccc1C,0.0,2,-5,2.1
CCOC(=O)c1sc(-c2ccccc2)cc1NC(=O)c1ccc(S(=O)(=O)N(C)C)cc1,-0.1,8,0,0.4
Cc1cc2c(cc1C)CSC(c1cc(Cl)cc(Cl)c1O)SC2,0.0,12,-3,2.1
COc1ccc(Cc2c(O)nc(SCC(=O)N3CCOCC3)[nH]c2=O)cc1,0.0,12,0,1.9
COc1cccc(CNC(=O)c2cc3ccc(-c4ccnc(N)n4)cc3[nH]2)c1,1.3,7,9,-1.1
O=C(Cn1ncc2c1-c1ccccc1OC2)NCc1ccc(F)cc1,0.0,-2,-7,-0.9
NC(=O)COc1ccc2cc(-c3ccc(F)cc3)c(=O)oc2c1,0.1,-27,21,-5.0
COc1ccc2oc(=O)c(-c3nc(-c4ccccc4)c4cc(Br)ccc4n3)cc2c1,0.0,-4,1,-0.5
CCOC(=O)c1ccccc1NC(=S)N1CCC(C(N)=O)CC1,0.3,-4,16,-0.7
c1ccc2c(NCCc3cnc[nH]3)c3ccccc3nc2c1,0.0,77*,12,-1.6
N#CCCn1cc(C(=O)N2CCCCC2)c(-c2ccccc2)n1,-0.1,7,7,0.3
COc1ccc(CCNC(=O)c2cncc(-c3ccc(N4CCOCC4)nc3)c2)cc1,-0.2,-4,-9,-3.4
Clc1nc(NCc2ccccc2)nc(N2CCOCC2)n1,-0.1,8,-1,0.3
CCOc1ccc(CNc2sc3c(c2C(=O)Nc2cc(OC)ccc2OC)CCC3)cc1,0.1,2,7,0.5
CNC(=O)CCC(=O)Nc1ccc(C)cc1C,0.0,5,5,0.1
CCc1ccc(N(CC(=O)Nc2cccc(C)c2)C2=NC3CS(=O)(=O)CC3S2)cc1 (centres undefined),-0.3,14,33,1.8
COC(=O)CSc1nnc(-c2ccccc2)c2sc(C)nc12,-0.1,0,2,-0.2
Cc1ccc(C)c(OCC(=O)O/N=C(\N)c2ccc([N+](=O)[O-])cc2)c1,0.6,5,-14,-1.6
Cc1nc(-c2ccc(NC(=O)/C=C\C(=O)O)cc2)cs1,0.0,-20,13,-0.9
COc1ccc(-n2nc3c(c2NC(=O)/C=C\c2ccc(OC)c(OC)c2)CS(=O)(=O)C3)cc1,-0.1,-6,-8,0.2
CCC(=O)NC(c1nnc2n1CCN(C(=O)c1ccccc1SC)CC2)C(C)C (centres undefined),0.2,10,1,0.5
COc1ccc(C(=O)Nc2ccnn2C2CCN(Cc3ccc4nonc4c3)CC2)cc1,0.6,15,5,0.3
c1cc2c(cc1CN1CCN(c3nc4nonc4nc3N3CCSCC3)CC1)OCO2,-0.2,8,11,1.0
Cc1ccc(C(=O)Nc2c3c(nn2C(C)(C)C)CSC3)cc1[N+](=O)[O-],-0.1,16,-11,-0.5
CCN(Cc1ccccc1)c1ccc(/C=N/Nc2ncnc(N)c2[N+](=O)[O-])cc1,-0.5,37*,12,-3.7
Cc1cc(=O)n2nc(N3CCCC3C(=O)N3CCN(C)CC3)sc2n1 (centres undefined),0.0,2,6,-1.3
Cn1c(N)c(C(=O)COC(=O)/C(C#N)=C/c2ccc3c(c2)OCO3)c(=O)n(C)c1=O,0.0,-7,2,-0.4
CN1C(=O)c2ccccc2C(C(=O)NCCCN2CCCC2)C1c1c[nH]c2ccccc12 (centres undefined),0.6,9,7,-1.3
CN(Cc1nc2ccccc2o1)c1nc2nonc2nc1N1CCSCC1,-0.1,-1,1,-0.3
CCn1c(SCC(=O)N2CCc3ccccc32)nc2c(c1=O)SCC2,0.5,5,13,1.2
CCc1nc(/C(N)=N/OC(=O)c2cc3c([nH]c4ccccc43)c(C)n2)no1,0.0,2,18,0.9
O=C(NCC(c1ccco1)N1CCCCC1)c1cc([N+](=O)[O-])cc([N+](=O)[O-])c1Cl (centres undefined),-0.2,3,8,-1.6
CC(=O)N1CCN(C(=S)c2ccc(N(C)C)cc2)CC1,-0.1,5,-2,0.5
O=C(NC(C(=O)NCCN1CCOCC1)C12CC3CC(CC(C3)C1)C2)C1CCCCC1 (centres undefined),0.0,5,4,2.2
CCOc1cc2c(cc1OCC)C(c1c(O)cccc1OC)NCC2 (centres undefined),0.0,-7,-7,-1.1
CC(C)(C)CN1CCN(Cc2cc3ccccc3o2)CC1CCO (centres undefined),-0.1,5,1,-0.9
O=C1c2ccccc2C(=O)N1c1ccc([N+](=O)[O-])cc1 (tested in a mixture with another compound),0.1,-3,15,-0.3
Cc1ccc2c(cnn2C(=O)CCC(=O)NC2CCCCC2)c1,-0.1,6,-1,-1.3
COc1ccccc1N1CCN(C(=O)COc2ccc(C(C)C)cc2)CC1,-0.2,7,-1,4.8
Cc1ccccc1C(=O)Nc1sc2c(c1C(=O)NCc1cccnc1)CCCCC2,0.3,-9,16,0.3
Cc1cc(C)n2nc(SCC(=O)NCc3cccnc3)nc2n1,0.2,-5,9,-0.6
O=C(CN1C(=O)CCSc2ccccc21)N1CCCCCC1,0.6,4,13,-0.8
Cc1c(Br)c([N+](=O)[O-])nn1CC(=O)NCC1CCCO1 (centres undefined),0.1,-6,-4,-1.4
COc1cc(OC)cc(C(=O)Nc2cc(C(=O)N3CCN(C(C)=O)CC3)ccc2N2CC3CC(C2)c2cccc(=O)n2C3)c1 (centres undefined),0.1,-6,15,0.7
C=CCNC(=O)c1cc2c(=O)n3ccccc3nc2n(Cc2cccnc2)c1=N,0.0,-1,8,-0.6
O=C1CCN(Cc2ccc(OCC(O)CN3CCc4ccccc4C3)cc2)CCN1 (centres undefined),0.0,-8,-20,0.6

# More structures follow:
SMILES,FBW7 activator,TEAD-YAP inh,MITF inh,GPR151 activ
C[C@@H](O)C(=O)N1CCCC(C(=O)Nc2ccc3[nH]ncc3c2)C1 (some centres undefined),0.1,2,10,-0.8
Cc1ccc(OCC(=O)Nc2cc(-c3nn4c(C)nnc4s3)ccc2C)cc1,0.8,3,1,0.2
CCCC(=O)c1c[nH]c2ccccc12,0.1,-6,-12,-1.4
CCc1ccccc1NC(=O)C1(c2cccs2)CCCC1,0.0,4,5,-1.5
CCCc1nnc(NC(=O)C(C)Oc2ccccc2)s1 (centres undefined),0.0,14,10,0.5
Cc1ccccc1COc1cccc2ccc(N3CCN(C(=O)c4ccco4)CC3)nc12,-0.2,16,3,1.8
CCN(C(=O)COc1ccccc1)c1nc(-c2cc(OC)ccc2OC)cs1,0.0,0,5,-0.4
COC(=O)CC[C@H]1CN(Cc2ccc(OC)cc2)CC[C@H]1N1CCN(C)CC1,0.2,1,-22,2.0
O=C(c1cccc2ccccc12)N1CCc2ccccc21,0.1,5,-2,0.8
CN(CCc1ccccn1)C1CCN(Cc2ccccc2)CC1,0.0,3,25,0.4
CCOC(=O)C1=C(C)NC2=C(C(=O)CC(C)(C)C2)C1c1cc(Br)cs1 (centres undefined),0.0&0.3,5&2,-11&5,-0.5&-1.5

# Part of the list above, reformatted.
SMILES	FBW7 activator	TEAD-YAP inh	MITF inh	GPR151 activ
CCCC(=O)c1c[nH]c2ccccc12	0.1	-6	-12	-1.4
CCc1ccccc1NC(=O)C1(c2cccs2)CCCC1	0.0	4	5	-1.5

# Filtered by structure: the entries above with a furan ring, fused or not
SMILES,FBW7 activator,TEAD-YAP inh,MITF inh,GPR151 activ
O=C1CCC(CCC(=O)N2CCC(OCc3ccccc3)CC2)(Cc2ccco2)N1 (centres undefined),0.0,-5,-15,0.5
COc1cc(NC(=O)c2ccc(-c3ccc([N+](=O)[O-])cc3)o2)ccc1NC(=O)c1cc2ccccc2o1,0.1,-4,12,-1.6
CC(=O)c1ccc(N2N=C(C)/C(=C/c3ccc(-c4cccc([N+](=O)[O-])c4)o3)C2=O)cc1,0.1,-6,-7,1.1
O=C(NCC(c1ccco1)N1CCCCC1)c1cc([N+](=O)[O-])cc([N+](=O)[O-])c1Cl (centres undefined),-0.2,3,8,-1.6
CC(C)(C)CN1CCN(Cc2cc3ccccc3o2)CC1CCO (centres undefined),-0.1,5,1,-0.9
Cc1ccccc1COc1cccc2ccc(N3CCN(C(=O)c4ccco4)CC3)nc12,-0.2,16,3,1.8
